Source: PubChem
IDE cell inh – inhibits human insulin-degrading enzyme in HEK cells; P14735; FAbetaB cleavage, fluorescence polarization; inhibition, % at 5.59 µM; 320,000 tested, 0.41% active;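 active = percent inhibition above the average of all tested compounds plus 3 SD, set per screening campaign, cut at about 16% in these data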;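 also: IDE supplied by intact live HEK cells; FP after avidin binding of uncleaved biotin substrate so inhibition keeps polarization high; 0% = DMSO wells and 100% = 60 µM reference IDE inhibitor Ii1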
M4 PAM – positive allosteric modulators of human muscarinic M4 receptor | CHO-K1 hM4/Gqi5, Fluo-8 calcium fluorescence, ACh EC20; 0% = ACh EC20, 100% = maximal ACh | activation, % at 3 µM | 360,000 tested, 0.4% active | P08173;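 active = activation above its plate's cutoff, the mean activation of sample wells plus 3 SD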; also: some results filed as inactive read as strong as hits
Target sequence (P08173 whole entry, looked up): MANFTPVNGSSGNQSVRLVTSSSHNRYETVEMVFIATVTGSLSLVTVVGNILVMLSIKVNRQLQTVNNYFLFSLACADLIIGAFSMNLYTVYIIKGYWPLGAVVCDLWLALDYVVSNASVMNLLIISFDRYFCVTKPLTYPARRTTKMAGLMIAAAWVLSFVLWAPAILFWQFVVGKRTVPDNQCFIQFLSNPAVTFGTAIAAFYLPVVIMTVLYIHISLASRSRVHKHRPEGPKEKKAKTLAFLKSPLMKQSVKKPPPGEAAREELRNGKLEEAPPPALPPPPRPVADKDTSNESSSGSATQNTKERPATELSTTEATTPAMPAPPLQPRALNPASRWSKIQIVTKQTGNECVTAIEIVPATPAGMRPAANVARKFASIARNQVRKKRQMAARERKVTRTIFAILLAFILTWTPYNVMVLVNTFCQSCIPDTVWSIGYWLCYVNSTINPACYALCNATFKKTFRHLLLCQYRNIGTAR
GalR3 antag – blocks the human galanin receptor 3; O60755; HEK293 GalR3-CNG cAMP membrane potential fluorescence; galR3 body fused to GalR1 C-terminus; inhibition, % at 3 µM; 360,000 tested, 0.44% active;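 active = inhibition above the screen-wide average plus 3 SD, cut at about 13% in these data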;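 also: forskolin and galanin both at EC90 stimulate the cells; cAMP rise reported by CNG channel membrane potential dye signal; 0% = forskolin plus galanin with DMSO and 100% = forskolin alone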
Target sequence (O60755 1-299 limits assumed): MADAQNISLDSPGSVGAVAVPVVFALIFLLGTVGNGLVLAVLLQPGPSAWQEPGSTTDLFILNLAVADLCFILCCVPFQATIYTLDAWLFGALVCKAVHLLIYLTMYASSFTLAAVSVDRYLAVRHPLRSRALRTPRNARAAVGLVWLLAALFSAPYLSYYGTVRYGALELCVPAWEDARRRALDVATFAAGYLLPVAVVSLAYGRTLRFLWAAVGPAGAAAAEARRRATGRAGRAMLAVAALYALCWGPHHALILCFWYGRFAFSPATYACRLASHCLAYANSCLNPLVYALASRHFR
CRFR2-BP ag – CRF-BP/CRF-R2 complex agonism | HEK293 CRF-R2/CRF-BP, calcium dye fluorescence (FLIPR); percent of saturating CRF peptide response | activation, % at 13.2 µM | 350,000 tested, 0.46% active;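 active = activation of at least 50%, plus an integration ratio under a set limit after plate pattern correction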;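 also: plate controls were neutral control wells without compound for no effect and CRF at EC100 for full effect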
PHOSPHO1 inh – inhibitors of human PHOSPHO1 phosphatase. Q8TCT1. 290,000 tested, 1.1% active. inhibition, % at 13.3 µM. AID 1565. recombinant PHOSPHO1, absorbance phosphatase assay; in the data active = inhibition above about 60%
Target sequence (Q8TCT1 whole entry, looked up): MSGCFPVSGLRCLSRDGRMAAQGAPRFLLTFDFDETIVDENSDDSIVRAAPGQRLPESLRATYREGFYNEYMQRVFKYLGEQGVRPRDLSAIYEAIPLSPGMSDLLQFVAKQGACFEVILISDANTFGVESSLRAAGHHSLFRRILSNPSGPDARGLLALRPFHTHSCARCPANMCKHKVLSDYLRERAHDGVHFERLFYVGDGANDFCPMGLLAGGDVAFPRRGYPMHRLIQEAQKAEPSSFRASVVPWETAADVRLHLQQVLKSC
MEKK3 PB1 HTS – modulators (inhibitors or enhancers) of MEK5 binding to human MEKK3 PB1 domain. 290,000 tested, 1.4% active. AID 1529. bead-based flow cytometry, Alexa488-MEK5 binding to MEKK3; actives lie on both sides; 0 = blocked by unlabeled MEK5, 100 = vehicle. binding response (% of control), % at 10 µM. Q99759;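 active = binding response more than 3 SD above or below the average of its plate-row segment, actives on both sides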;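 also: Alexa488 bead fluorescence after subtracting the streptavidin-only scavenger bead signal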
IDE act – activators of human insulin-degrading enzyme in cells; P14735; HEK cells, FAbeta-B cleavage, fluorescence polarization; 0% vehicle, 100% cell-free pure enzyme wells; activation, % at 5.96 µM; 340,000 tested, 0.073% active; AID 493087;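 active = activation above the mean of all tested compounds plus 3 SD, set per screening campaign, cut at about 17% in these data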
pCIP destab – compounds decreasing mouse p/CIP protein stability | F442A p/CIP-EGFP cells, EGFP fluorescence, 16 h | 290,000 tested, 0.01% active | Q05BA5 | decrease of EGFP signal, % at 10 µM;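 active = EGFP signal decrease of at least 30% at 10 µM or well 3 SD below plate mean, unless failing retest; inactive = the rest, including hits failing retest or dose response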; also: some compounds called inactive have numbers as strong as hits; many of its hits are not listed in these tables
CRFBP-R2 block – CRF-BP/CRF-R2 complex antagonism. HEK293 CRF-R2/CRF-BP, CRF-induced calcium fluorescence. inhibition, % at 11.8 µM. 350,000 tested, 0.59% active. AID 588475;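 active = inhibition of the ligand-induced calcium signal above about 50% at the single tested concentration, limit read from the data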
Starred values were filed as active, the others as inactive; / = no result given. No enrichment for hits; about 4.2% have a hit in one of these screens.

SMILES | IDE cell inh | M4 PAM | GalR3 antag | CRFR2-BP ag | PHOSPHO1 inh | MEKK3 PB1 HTS | IDE act | pCIP destab | CRFBP-R2 block
Cc1cccc(N2CCN(C(=O)c3ccccc3NC(=O)C3=CSCCO3)CC2C)c1 (configuration not stated) | 3.6 | 3.8 | -3.4 | -2.0 | 57.9 | 95.0 | 3.6 | 2.5 | -0.4
Cc1cc(C)c2c(n1)nn1c(N3CCN(Cc4ccccc4)CC3)cc(C)nc21 | / | 8.8 | -0.7 | -4.5 | 8.8 | / | 4.7 | -7.1 | 8.3
Cc1oc2c(CN3CCCC3)c(O)ccc2c(=O)c1-c1ccc(Br)cc1 | 0.1 | -33.6 | -2.6 | 0.4 | -3.0 | 98.0 | -4.6 | 6.1 | 8.3
CN(CC(=O)Nc1ccc(Cl)c(C(F)(F)F)c1)C(=O)Cc1n[nH]c(=O)c2ccccc12 | 8.9 | 0.4 | -6.3 | 0.3 | / | / | -2.8 | / | 2.8
CCCC(C(=O)Nc1ccc2c(C)cc(=O)oc2c1)c1ccccc1 (configuration not stated) | -5.7 | -0.2 | -7.6 | -0.1 | -5.7 | 103.0 | 4.6 | 1.6 | -0.1
CC(=O)Nc1cccc(C(=O)OCC(=O)NC2CCCCCCC2)c1 | -1.3 | 2.4 | -8.5 | 2.1 | / | / | 0.8 | / | -8.8
O=C(NC1CCCCC1)c1cccc(Cn2cc(Cl)cn2)c1 | -2.9 | -10.7 | -3.9 | -1.2 | 4.2 | 114.0 | 5.2 | 13.7 | 13.7
COCCn1c(CN(Cc2ccccc2)Cc2ccccc2)nc2c1c(=O)n(C)c(=O)n2C | 3.9 | 2.1 | / | -2.1 | 30.4 | 98.0 | 0.1 | -11.7 | 18.3
COc1ccccc1CC(=O)N1CCN(c2cccc(Cl)c2)CC1 | 0.9 | -3.5 | -12.0 | 0.2 | 13.5 | 109.0 | 0.1 | -10.0 | 3.0
CCOC(=O)C1CCCN(C(=O)c2cc3cc(Br)ccc3oc2=O)C1 (configuration not stated) | 1.2 | 8.2 | 2.4 | -2.3 | 28.5 | 57.0 | -3.2 | 9.9 | -6.0
NS(=O)(=O)c1ccc(N2N=C(c3ccccc3)CC2c2ccc(F)cc2)cc1 (configuration not stated) | 6.0 | 2.2 | -5.4 | -2.1 | -10.0 | / | 6.5 | -24.1 | -6.4
Cn1c(=S)[nH]c2scc(-c3cccs3)c2c1=O | / | 1.3 | -5.2 | -1.2 | 43.7 | 101.0 | 8.8 | 4.6 | 7.0
NS(=O)(=O)c1ccc(NC(=S)NCc2cccs2)cc1 | 0.0 | 3.5 | 0.6 | -2.8 | 27.9 | 93.0 | 1.6 | -6.9 | 17.3
COc1cc(NC(=O)[C@H]2CSCN2C(=O)[C@@H]2CCC(=O)N2)cc(OC)c1OC | 1.0 | 10.9 | 0.6 | 2.9 | 31.5 | 99.0 | -2.1 | -8.1 | 0.3
C=CCN1CC(=O)N2C(C)c3[nH]c4ccccc4c3C[C@H]2C1=O (some centres not stated) | -6.1 | 2.6 | -8.4 | 0.8 | 46.0 | 103.0 | -1.0 | 1.5 | -3.2
Nc1nc(NC(=O)CCCC(=O)O)nn1-c1ccccc1 | 8.7 | 1.2 | -4.0 | 1.9 | 10.5 | 102.0 | 0.4 | -7.9 | -0.6
Cc1cc(NS(=O)(=O)c2ccc(NC(=O)NC(C)(C(F)(F)F)C(F)(F)F)cc2)no1 | 5.6 | 8.9 | -0.1 | 0.5 | 3.2 | 104.0 | 1.8 | -10.7 | -5.2
Cn1c(Cn2c(=O)sc3ccccc32)nnc1SCC(N)=O | -1.1 | 4.9 | -0.7 | -1.2 | -2.3 | 98.0 | 6.1 | -15.6 | 1.1
COc1ccc(CN2CCN(C(=O)c3cccs3)CC2)cc1 | -2.9 | 4.9 | -2.8 | 0.7 | -0.9 | 108.0 | -2.8 | 2.5 | -1.3
O=C(Nc1ccccc1)c1nc[nH]c1C(=O)Nc1ccccc1F | / | 0.4 | 2.3 | -1.8 | / | / | / | / | 1.6
CC(C)c1nnc(NC(=O)CCC(=O)NCc2ccc(F)cc2)s1 | 1.5 | 7.5 | -6.9 | 0.1 | 45.3 | 104.0 | -3.2 | -6.4 | 0.7
NC(=O)c1nsc(C(=O)N(c2ccccc2)C(C(=O)NC2CCCC2)c2cccs2)c1N (configuration not stated) | 6.2 | -1.7 | -8.4 | -0.4 | 28.0 | 98.0 | 6.9 | -15.7 | 3.5
COc1cc2c(c(O)c1OC)C(=O)C(OC)CCC2 (configuration not stated) | -0.6 | 2.0 | -0.9 | 0.7 | 3.2 | 103.0 | 5.2 | 0.8 | 9.8
COc1ccc(NC(=S)N(Cc2ccccn2)Cc2ccccc2Cl)cc1 | 6.5 | 7.8 | -1.7 | 0.0 | -19.3 | 106.0 | -1.6 | -7.4 | 2.6
CC(C)C#Cc1ccc2c(c1)O[C@@H](CN(C)C(=O)c1cnccn1)[C@@H](C)CN([C@@H](C)CO)S2(=O)=O | / | 3.8 | -4.0 | 2.0 | / | / | / | / | 0.5

Four of the entries above in order of their number in GalR3 antag, lowest first:
SMILES | IDE cell inh | M4 PAM | GalR3 antag | CRFR2-BP ag | PHOSPHO1 inh | MEKK3 PB1 HTS | IDE act | pCIP destab | CRFBP-R2 block
C=CCN1CC(=O)N2C(C)c3[nH]c4ccccc4c3C[C@H]2C1=O (some centres not stated) | -6.1 | 2.6 | -8.4 | 0.8 | 46.0 | 103.0 | -1.0 | 1.5 | -3.2
Cc1oc2c(CN3CCCC3)c(O)ccc2c(=O)c1-c1ccc(Br)cc1 | 0.1 | -33.6 | -2.6 | 0.4 | -3.0 | 98.0 | -4.6 | 6.1 | 8.3
COc1cc2c(c(O)c1OC)C(=O)C(OC)CCC2 (configuration not stated) | -0.6 | 2.0 | -0.9 | 0.7 | 3.2 | 103.0 | 5.2 | 0.8 | 9.8
Cc1cc(C)c2c(n1)nn1c(N3CCN(Cc4ccccc4)CC3)cc(C)nc21 | / | 8.8 | -0.7 | -4.5 | 8.8 | / | 4.7 | -7.1 | 8.3

More entries.
SMILES | IDE cell inh | M4 PAM | GalR3 antag | CRFR2-BP ag | PHOSPHO1 inh | MEKK3 PB1 HTS | IDE act | pCIP destab | CRFBP-R2 block
COc1ccc(NC(=O)Cc2nc3ccccc3[nH]2)cc1 | 2.2 | 0.7 | 10.3 | 10.6 | 6.4 | 104.0 | -4.3 | -27.7 | 29.5
Cc1cc(OC(=O)c2ccc(F)cc2)c([N+](=O)[O-])c(=O)[nH]1 | 9.9 | 5.2 | -7.2 | -0.4 | 12.1 | 98.0 | -0.9 | 3.3 | -5.5
O=C(Nc1ccc(-c2noc(COc3ccccc3Cl)n2)cc1)c1ccco1 | 4.0 | -4.8 | 0.9 | 0.9 | -4.7 | 75.0 | 1.7 | 12.5 | -22.8
COc1cc(C)nc(Oc2ccc(=O)[nH]n2)n1 | 11.9 | 6.1 | -1.0 | -1.5 | 7.4 | 101.0 | 3.9 | -0.4 | -6.0
Nc1cc(Br)c(N)c(Br)c1 | 8.7 | 9.9 | -5.6 | -0.9 | 19.2 | 88.0 | 3.1 | -4.9 | 5.3
CN(C)c1ccc(C(=O)OCc2ccccc2)cc1 | 3.9 | -0.1 | -1.3 | -0.5 | -8.6 | 107.0 | 6.3 | 0.0 | 2.5
O=C(Cc1ccccc1)NCC(=O)N/N=C/c1ccc(C(=O)O)cc1 | 2.1 | 9.1 | -5.0 | -0.4 | 17.4 | 97.0 | -2.1 | -21.1 | -9.2
CC(=O)C1C=CC(C)(C(=O)O)C2C=C(C)C(=O)C(C)(O)C12 (configuration not stated) | / | 0.4 | -6.4 | 4.3 | / | / | 2.9 | / | -5.7
O=C1CSC(=S)N1N=Cc1ccc2c(c1)OCO2 | / | -0.5 | -5.1 | -0.2 | / | / | -5.4 | / | 6.8
CCN(CC(=O)Nc1ccc(OC)cc1)C(=O)c1oc2c(Cl)cccc2c1C | -3.5 | 7.8 | -4.7 | -1.0 | / | / | 2.5 | / | -2.2
C=CCN1CN(S(=O)(=O)c2cccc(Cl)c2)c2nc3ccccc3nc21 | 7.5 | -12.4 | 0.3 | -1.5 | 18.1 | 101.0 | 8.1 | -0.2 | 2.7
CC(NC(=O)c1ccccc1F)c1nnc(SCC(=O)NC2=NCCS2)n1C (configuration not stated) | 4.7 | 6.4 | -7.5 | -0.6 | 23.2 | 96.0 | 6.2 | 0.7 | 2.3
N#Cc1nc(-c2ccccc2)oc1N1CCC(C(N)=O)CC1 | 2.8 | -3.1 | -9.6 | -1.2 | 18.7 | 103.0 | -0.1 | -13.0 | -8.4
CC(=NNC(=O)Cn1ccc(C(F)(F)F)n1)c1ccc(-n2ccnc2)cc1 | 0.8 | 3.0 | -3.1 | -0.2 | / | / | 1.9 | / | 1.3
CCOC(=O)c1nn(-c2ccc(F)cc2)c2nc(CC(C)C)c(C#N)c(=O)n12 | 0.0 | 5.8 | -3.4 | -0.8 | 8.0 | 93.0 | 2.5 | -26.6 | 1.3
Cc1ccc(C)c(S(=O)(=O)Nc2ccc3scnc3c2)c1 | 0.1 | -1.2 | -11.7 | -1.7 | 2.1 | 94.0 | 1.0 | 7.0 | 7.4
O=C(c1ccccc1)N1N=C(c2ccccc2O)CC1c1ccc(Br)cc1 (configuration not stated) | 3.8 | -1.9 | -9.3 | 0.6 | 28.4 | 102.0 | 3.2 | -2.9 | 20.3
Cc1cc(C(=O)N/N=C/c2cccnc2)cs1 | -2.7 | 0.9 | -2.2 | 6.6 | -3.4 | 107.0 | -2.5 | -6.6 | 7.2
N#Cc1ccc(CSc2nnc(-c3c[nH]c4ccccc34)n2-c2ccccc2)cc1 | 4.1 | -11.3 | -6.3 | 4.5 | 8.1 | 118.0 | 5.9 | -7.8 | 5.7
Cn1c(=O)c2[nH]c(CCCc3ccc([N+](=O)[O-])cc3)nc2n(C)c1=O | / | 0.1 | 4.3 | 6.3 | / | / | 4.9 | / | -3.4
O=C(NN1C(=O)C2C3CCC(O3)C2C1=O)c1ccc(Br)o1 (configuration not stated) | 3.0 | 3.9 | -3.1 | -0.8 | -8.2 | 95.0 | 6.3 | -20.4 | -16.4
O=S(=O)(NCC(c1ccco1)N1CCN(c2ccc(F)cc2)CC1)c1ccc2c(c1)OCCO2 (configuration not stated) | 1.7 | -0.7 | -10.1 | -2.0 | -10.5 | 104.0 | 4.9 | 1.4 | 5.5
C[C@@H]1COC(=O)[C@H](CC(=O)OC(C)(C)C)C/C=C\C[C@H](CC(=O)NCCO)C(=O)N1 | -5.9 | 6.7 | -3.8 | -0.4 | / | / | 2.6 | / | -0.1
COc1ccc(C(=O)NC(=S)N2CCN(c3ccccc3OC)CC2)cc1 | -5.2 | -3.3 | -9.8 | -2.6 | 23.2 | 98.0 | 0.2 | -26.5 | 1.1
Cn1nc(-c2ccccc2)c(-c2nc(-c3ccccc3Cl)no2)c1Cl | -2.4 | 2.8 | 0.0 | 11.6 | 6.3 | 105.0 | -0.8 | 0.1 | -10.9
COc1cc(CN2CCNC(=O)C2CC(=O)N(C)CCN2CCOCC2)cc(OC)c1 (configuration not stated) | / | 4.2 | -0.9 | 1.8 | 7.5 | 102.0 | -2.5 | -8.6 | -8.7
NC(=O)c1ccccc1OCc1nnc(-c2ccccc2Br)o1 | 0.2 | -2.6 | -8.5 | 0.4 | 8.0 | 101.0 | 4.3 | 2.0 | 8.3
c1ccc(CSc2ccc(-c3ccco3)nn2)cc1 | 1.1 | -2.6 | -11.9 | -0.5 | 2.1 | 117.0 | -6.3 | -1.8 | 5.8
C/C(=C\c1ccccc1)C(=O)Nc1ccc(Cl)cn1 | 3.4 | 4.1 | -10.5 | -0.3 | 19.1 | 96.0 | 2.7 | 0.7 | -14.0
Cc1cccnc1NC(=O)Nc1cccc(F)c1 | / | 7.9 | -7.3 | 0.6 | / | / | / | / | 0.9
